Source: PubChem (National Center for Advancing Translational Sciences (NCATS))
HttQ103 aggreg: reduces HttQ103-GFP aggregates in PC12 cells. PC12 HttQ103-GFP aggregates, Acumen cytometry, 40 h. Potency, µM (highest dose often 46.1 µM), for inactives: top-dose activity change, negative = inhibition, hits mostly inhibitors. 220,000 tested, 1.1% active; further: potency means the concentration at half of the fitted maximal effect; on the % scale 0 is the no-effect control and ±100 the full control effect; nearly all actives have a fitted effect of over 60% in size
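Aggregate formation scored by laser-scanning cytometer (488 excitation, 500–530 emission) in lysed PC12 cells expressing Q103-GFP after 100 nM tebufenozide induction; library tested in dose series, with ATPLite reagent added in the multiplex.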
IMPase Li inh: membrane-permeable IMPase blocker, potentiated with lithium; CHO-M1 cells, IP1 TR-FRET (IP-One), carbachol + lithium; Potency, µM (highest dose often 59.4 µM), for inactives: top-dose activity, negative = IMPase inhibition, actives largely listed as inhibitors; 210,000 tested, 0.35% active; AID 1457;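 further: IP1 builds up when IMPase is blocked and the TR-FRET signal falls; potency means the concentration at half of the fitted maximal effect; plate controls were basal vehicle for no effect and high inhibitor control for full effect; nearly all actives have a fitted effect of over 50% in size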
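Readout is a homogeneous TR-FRET IP1 immunoassay (Ex 320, Em 665 and 620), where raised cytosolic IP1 lowers signal. Cells were CHO-M1 treated 30 min at 37C with test compounds plus a little lithium; AC50 values came from Hill-equation fitting.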
CBFb RUNX1 block: inhibitors of human CBF-beta and RUNX1 interaction | Q01196+Q13951 | AlphaScreen CBFb-His/RUNX1-biotin binding, biochemical | Potency, µM (top dose mostly 59.8 µM), without a hit: at the top dose activity, negative = inhibition, hits mostly inhibitors | 230,000 tested, under 10 active; further: % of control where 0% means no effect
Target sequence (Q01196 whole entry, looked up): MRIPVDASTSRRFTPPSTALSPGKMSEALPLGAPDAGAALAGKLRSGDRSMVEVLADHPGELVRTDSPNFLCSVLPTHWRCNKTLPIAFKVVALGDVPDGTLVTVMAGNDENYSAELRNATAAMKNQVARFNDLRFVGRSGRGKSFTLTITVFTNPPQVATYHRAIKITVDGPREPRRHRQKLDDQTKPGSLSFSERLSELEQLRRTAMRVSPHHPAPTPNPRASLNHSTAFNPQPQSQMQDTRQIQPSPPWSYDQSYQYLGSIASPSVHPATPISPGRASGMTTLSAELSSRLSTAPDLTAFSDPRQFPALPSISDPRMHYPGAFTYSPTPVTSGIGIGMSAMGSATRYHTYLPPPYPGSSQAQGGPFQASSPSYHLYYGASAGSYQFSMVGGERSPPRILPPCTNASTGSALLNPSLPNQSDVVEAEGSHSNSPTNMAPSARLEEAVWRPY
Target sequence (Q13951 whole entry, looked up): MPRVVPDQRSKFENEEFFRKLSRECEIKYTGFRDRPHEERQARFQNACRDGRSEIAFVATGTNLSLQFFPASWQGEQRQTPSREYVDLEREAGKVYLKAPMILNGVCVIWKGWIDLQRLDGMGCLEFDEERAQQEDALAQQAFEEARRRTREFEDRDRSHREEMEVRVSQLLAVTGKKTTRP
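CBFb-His/RUNX1-biotin, 30 nM each, preincubated 20 min RT; compound 15 min RT; Ni + streptavidin beads 50 ng each, 90 min RT; AlphaScreen read.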
LMNA splice mod: LMNA splicing modulation; Potency, µM (top dose mostly 46.1 µM), for the others: at the top dose ratio change, negative = inhibition, usual class: inhibitors; AID 1487; 200,000 tested, 0.01% active; HeLa LMNA splicing GFP/RFP minigene ratio, 48 h; active means well fitted inhibition curve with a large enough effect in the signal ratio, with a control signal flat, not every such curve was filed as active; inconclusive means small, poorly fitted or top-dose-only effect, or effect the other way, or a change in a side signal; the % refers to the signal ratio; further: potency means the concentration at half of the fitted maximal effect; on the % scale 0 is the no-effect control and ±100 the full control effect
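S3 HeLa cells stably expressing lamin A-EGFP splicing minigene plus DsRed2, 600 cells/well, 48 h compound exposure at 37C. Laser-scanning cytometry; analysed as GFP (500-530 nm)/RFP (575-640 nm) total intensity ratio; 0.5% DMSO vehicle.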
KinaseGlo FLuc: blocks Kinase-Glo luciferase, a counter-screen artifact; 200,000 tested, 0.28% active; Kinase-Glo luciferase, ATP luminescence, 8 min; Q27757; Potency, µM (doses to about 38.3 µM), for inactives: top-dose activity change, negative = inhibition, usual class: inhibitors; further: potency means the concentration at half of the fitted maximal effect; on the % scale 0 is the no-effect control and ±100 the full control effect; nearly all actives have a fitted effect of over 60% in size
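Compound is pinned into ATP-containing buffer (10 uM ATP, imidazole pH 7.2, 7 mM MgCl2). Kinase-Glo luciferase reagent is then added. Light output is recorded following an 8-min room-temperature incubation.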
Epigenetic derep: derepresses silenced GFP reporter in murine cells. murine LDR cells, GFP reporter derepression, 30 h. Potency, µM (doses to about 53.9 µM), for inactives: at the highest dose GFP activation, usual class: activators. 280,000 tested, 0.2% active; further: potency means the concentration at half of the fitted maximal effect; % of control where 0% means no effect; nearly all actives have a fitted effect of over 60% in size
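In this reporter-derepression format, murine cells bearing a silenced integrated CMV-GFP locus incubate with test compound (30 h, 37 C), then are washed and imaged; fluorescent objects of 20–120 um count as induced cells.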
NPSR antagonist: antagonists of human neuropeptide S receptor cAMP signaling; Potency, µM (top dose mostly 38.3 µM), inactives show at the top dose activity change, negative = inhibition, most hits filed as inhibitors; 220,000 tested, 1% active; CHO-NPSR cells, cAMP TR-FRET, antagonist mode; further: potency means the concentration at half of the fitted maximal effect; on the % scale 0 is the no-effect control and ±100 the full control effect; nearly all actives have a fitted effect of over 50% in size; many of its hits are not listed in these tables
Target sequence (Q6W5P4 whole entry, looked up): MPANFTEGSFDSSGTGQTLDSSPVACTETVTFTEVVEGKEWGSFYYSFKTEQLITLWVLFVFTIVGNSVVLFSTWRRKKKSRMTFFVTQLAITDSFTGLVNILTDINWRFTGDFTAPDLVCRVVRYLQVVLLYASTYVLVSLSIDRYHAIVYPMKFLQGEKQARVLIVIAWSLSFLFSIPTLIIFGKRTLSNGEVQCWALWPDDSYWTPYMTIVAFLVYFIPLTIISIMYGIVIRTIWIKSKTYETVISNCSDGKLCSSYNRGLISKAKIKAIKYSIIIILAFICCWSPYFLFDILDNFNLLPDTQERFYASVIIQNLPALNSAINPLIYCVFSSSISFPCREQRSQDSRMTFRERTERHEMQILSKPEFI
The depositor's hits bear a star; ? = inconclusive; . = no result given; [ ] = another dose, or the depositor's remark. Unless noted, the call rests on the fitted dose curve; in most records, active means well fitted curve in the direction sought with a large enough effect; inconclusive means small, poorly fitted or top-dose-only effect, or another doubt; inactive means no such curve, though single readings can be large; an effect the other way counts as inactive or inconclusive. These rows are one share of the data. The share of hits here may be higher or lower than overall.

SMILES	HttQ103 aggreg	IMPase Li inh	CBFb RUNX1 block	LMNA splice mod	KinaseGlo FLuc	Epigenetic derep	NPSR antagonist
CC(C)Oc1cccc(C(=O)NC(=S)Nc2cccc(C(F)(F)F)c2)c1	17%	9%[38.3 µM]	7%	8%	-1%	-1.2%	-24%[46.1 µM]
COc1cc(N)cc(NC(=O)c2ccncc2)c1	-2%	2%[38.3 µM]	1%	13%	-7%	-1.0%	-11%[46.1 µM]
Cc1ccc(S(=O)(=O)N(CC(=O)N/N=C/c2ccco2)Cc2ccccc2)cc1	6%	6%	8%	-7%	3%	-0.9%	-21%[46.1 µM]
O=C1CCCC2=C1Sc1ccc(Cl)cc1N2	-29%[9.22 µM]	.	-14%	.	.	11%	-21%
O=C1CC(c2ccco2)Cc2nc(NCC3CCCO3)ncc21 (configuration not stated)	24%	-6%[38.3 µM]	0%	6%	-1%	-0.2%	-5%[46.1 µM]
CCSc1nc2sc3c(c2c(=O)[nH]1)CCc1ccccc1-3	3%	3%	7%	-13%	0%	1.0%	?
CCc1ccc(/C=C2\SC(=S)N(CCCC(=O)Nc3ccccn3)C2=O)cc1	-13%	2%[38.3 µM]	-7%	7%[0.0737 µM]	-4%	7.4%	-26%[46.1 µM]
O=C(Nc1nc(-c2ccc(F)c(F)c2)cs1)c1cc([N+](=O)[O-])ccc1N1CCOCC1	5%	6%	-5%	-10%	-1%	1.9%	8%
Cc1nnc(SCC(=O)Nc2ccc(Cl)cn2)[nH]c1=O	11%	2%	12%	-3%	3%	-1.2%	-3%[46.1 µM]
CCN1C(=O)c2cccc3c(S(=O)(=O)Nc4ccncc4)ccc1c23	11%[9.22 µM]	-17%[38.3 µM]	3%	-18%	9%	-0.6%	?
COc1cc2c(cc1N/C=C(\C#N)c1nc(-c3ccc(F)cc3)cs1)oc1ccccc12	-18%[9.22 µM]	.	8%	.	.	-1.8%	6%
O=C(CN1C(=O)c2ccccc2C1=O)Nc1ccc(-c2nc3ccccc3o2)cc1	9%	5%[38.3 µM]	6%	1%	-1%	-0.8%	0%[46.1 µM]
O=C(CSc1ccc2nnc(-c3ccccn3)n2n1)N1CCN(c2ccccc2)CC1	9%	8%[38.3 µM]	.	2%	1%	1.0%	0%[46.1 µM]
O=C(NCC1CCCN(C(=O)c2cscn2)C1)c1ccc(-c2ccccc2)cc1 (configuration not stated)	-4%[9.22 µM]	8%	3%	-3%[46 µM]	-1%	0.0%	20%
Cc1ccc(-c2nn(CC(N)=O)c(=O)c3ccccc23)cc1S(=O)(=O)N(C)C	17%	-9%[38.3 µM]	2%	-8%	-4%	2.7%	-11%[46.1 µM]

A different layout for part of the listing above.
COc1cc(N)cc(NC(=O)c2ccncc2)c1
- HttQ103 aggreg: -2%
- IMPase Li inh: 2%[38.3 µM]
- CBFb RUNX1 block: 1%
- LMNA splice mod: 13%
- KinaseGlo FLuc: -7%
- Epigenetic derep: -1.0%
- NPSR antagonist: -11%[46.1 µM]
CC(C)Oc1cccc(C(=O)NC(=S)Nc2cccc(C(F)(F)F)c2)c1
- HttQ103 aggreg: 17%
- IMPase Li inh: 9%[38.3 µM]
- CBFb RUNX1 block: 7%
- LMNA splice mod: 8%
- KinaseGlo FLuc: -1%
- Epigenetic derep: -1.2%
- NPSR antagonist: -24%[46.1 µM]

Later entries:
SMILES	HttQ103 aggreg	IMPase Li inh	CBFb RUNX1 block	LMNA splice mod	KinaseGlo FLuc	Epigenetic derep	NPSR antagonist
CC(C)c1ccc(C(=O)N(c2ccccn2)C(C)c2ccco2)cc1 (configuration not stated)	-21%	.	4%	?	.	-1.0%	-4%[46.1 µM]
CCN(CC)c1ccc2c(Cl)c(Br)c(=O)oc2c1	?	?	?	?	-3%	11µM*	3.2µM*
CC12CC3(C)CC(C)(C1)CC(C(=O)Nc1nn[nH]n1)(C2)C3	6%	2%[38.3 µM]	-27%	11%	1%	0.1%	3%[46.1 µM]
CC(=O)c1cccc(S(=O)(=O)N2CCCC(c3nc(-c4ccc(C)o4)no3)C2)c1 (configuration not stated)	-8%	-3%[38.3 µM]	-14%	?	0%	3.7%	-1%[7.67 µM]
CCOc1cccc2cc(C(=O)Nc3cc(C)on3)c(=O)oc12	-14%	-29%[38.3 µM]	3%	-4%	-1%	-1.0%	?
COc1ccc(NC(=O)CCN2C(=O)c3ccccc3S2(=O)=O)cc1	-1%	-13%[38.3 µM]	-1%	-1%	2%	-0.7%	-14%[46.1 µM]
CC(C)(C)NC(=O)COC(=O)c1ccc(F)cc1Cl	-11%	-5%	5%	26%[46 µM]	0%	1.1%	5%
CC1(C)CC(=O)C2=C(C1)N(C1CCCCC1)C(=O)C2(O)C(F)(F)F (configuration not stated)	4%[1.84 µM]	12%[38.3 µM]	3%	-9%	8%	2.4%	-9%[46.1 µM]
COc1ccc(-c2[nH]ncc2CN(C)CCc2c(C)n[nH]c2C)c(F)c1	8%	16%	4%	.	9%	-1.3%	-5%
CCCc1nc(SCC(N)=O)[nH]c(=O)c1CC	-5%	1%[38.3 µM]	11%	2%	-3%	2.6%	0%[46.1 µM]
CC1(C)C(=O)C2C[C@]3(O)C4=CC(=O)OC(c5ccoc5)[C@]4(C)CCC3[C@](C)(C2=O)C1CC(=O)O (some centres not stated)	.	5%	2%	.	0%	-1.3%	.
N#CCc1nc(CSc2nc3ccccc3s2)cs1	4%	43%[activator][38.3 µM]	-2%	17%	-10%	-1.1%	-5%[46.1 µM]
Cc1oc(-c2cccs2)nc1CN1CCN(Cc2ccc(F)c(F)c2)C(CCO)C1 (configuration not stated)	16%	7%	15%	.	5%	-0.2%	19%
Cc1ccc(/C(C#N)=C\c2cn(C)c3ccccc23)cc1	9%	43%[activator][38.3 µM]	-2%	?	-1%	0.0%	-19%[46.1 µM]
CC(NC(=O)CCOc1ccccc1)c1ccccc1 (configuration not stated)	1%	26%[38.3 µM]	6%	6%	18%	6.3%	-8%[46.1 µM]
CSCCC(NC(=O)c1ccc(C(C)(C)C)cc1)C(=O)O (configuration not stated)	-5%	-4%	4%	-8%[46 µM]	0%	-1.5%	7%
CCOc1ccc2nc(COC(=O)c3cccc([N+](=O)[O-])c3)c(C(C)=O)[n+]([O-])c2c1	11%[9.22 µM]	.	8%	.	.	-1.1%	18%
O=C(NCc1ccccn1)NC1CCCCC1	5%	-6%	0%	-3%	-2%	-1.8%	10%
CC(Sc1nc2c([nH]c3ccccc32)c(=O)n1C)c1ccccc1 (configuration not stated)	8%	-3%	-1%	5%[9.22 µM]	2%	1.4%	-11%
O=[N+]([O-])/C(=C\Nc1ccccc1)S(=O)(=O)c1ccccc1	2%	5%[38.3 µM]	3%	?	-1%	0.0%	-7%[46.1 µM]
c1ccc(CCN=C2CCCc3c2[nH]c2ccccc32)cc1	-15%[9.22 µM]	.	6%	.	.	2.4%	?
O=S(=O)(CCOc1ccccc1)N1CCOCC1	-3%	-8%	1%	-1%	3%	1.1%	10%
CCn1nnnc1SCC(=O)Nc1nc(C)c(C)s1	-15%	2%	-1%	-5%	3%	-0.8%	0%[46.1 µM]
O=C(COC(=O)c1ccccc1Br)NCCc1ccc(F)cc1	-7%	-2%	8%	-12%	-1%	0.0%	10%
Cc1ccc(C)n1-c1ccc(N2CCOCC2)nc1	?	23%[38.3 µM]	-12%	?	0%	0.0%	-18%[46.1 µM]
Cc1ccc(NC(=O)Cn2nnc(C(=O)Nc3ccc(C)c(C)c3)c2N)cc1	-6%	1%[38.3 µM]	-16%	9%	0%	-0.2%	2%[46.1 µM]
Oc1c(C=Nc2ccccc2Cl)[nH]c2ccccc12	-5%[9.22 µM]	.	-2%	.	.	-0.9%	-12%
CCOc1ccc(NC(=S)N(CCc2c(C)[nH]c3ccccc23)Cc2ccco2)cc1	1%	12%	3%[2.36 µM]	?	-1%	1.9%	-16%
C=C1c2ccccc2O[C@H](C(=O)OCC)[C@@H]1CCC(C)C (tested in a mixture with another compound)	.	21%	2%[89.1 µM]	.	-2%[39.9 µM]	-1.6%	.
CCOc1ccc(NC(=O)CC2C(=O)N(c3ccccc3)C(=S)N2Cc2ccccn2)cc1 (configuration not stated)	7%	-10%[38.3 µM]	1%	2%	-4%	-3.4%	-18%[46.1 µM]
CSc1ccccc1C(=O)C1CCCN(C(=O)c2csnn2)C1 (configuration not stated)	16%[9.22 µM]	-9%	-1%	.	-4%	1.1%	-22%
COCCNC(=O)C(c1ccc(C)cc1)N(C(=O)CCC(=O)Nc1ccccn1)C1CCCC1 (configuration not stated)	8%	13%[38.3 µM]	3%	2%	-9%	-1.0%	-5%[46.1 µM]
O=C(COC(=O)CCCc1nc2ccccc2s1)Nc1ncc(Cl)cc1Cl	-7%	-1%	-5%	-3%	3%	-1.0%	11%
Cc1ccc(/C=C/C(=O)NCCCN2CCN(CCCNC(=O)/C=C/c3ccc(C)cc3)CC2)cc1	-24%	4%	-5%	4%	2%	0.0%	20%
Cc1ccc2nsnc2c1S(=O)(=O)NCc1ccncc1	-25%	18%	5%	?	1%	-1.2%	-3%[46.1 µM]
Cc1csc(SCC(=O)NC(=O)NC(C)C)n1	-5%	?	-1%	15%[46 µM]	1%	-4.2%	14%
Nc1nc(N2CCN(c3ccc(Cl)cc3)CC2)n[nH]1	2%[9.22 µM]	2%	-2%	-10%[46 µM]	-8%	1.1%	4%
O=C(NCCCN1CCOCC1)c1cc(C(=O)C2CCCCC2)c[nH]1	-5%	-2%	5%	11%[46 µM]	-1%	1.4%	8%
CC(C)[C@H](CO)Nc1nc(Nc2cc(N)cc(Cl)c2)c2ncn(C(C)C)c2n1	.	10%	-22%[21.7 µM]	.	-2%	?	.
Cc1ccc(/C=N/n2cnc3sc(-c4ccccc4)cc3c2=O)o1	-12%	34%[activator][38.3 µM]	7%	-3%	0%	-2.9%	-10%[46.1 µM]
NS(=O)(=O)c1ccc(N/C=C\C(=O)c2ccc3ccccc3c2)cc1	16%	-16%	1%	-16%	1%	0.0%	-1%
CC(C)CC(NS(=O)(=O)c1ccc2[nH]c(=O)c(=O)[nH]c2c1)C(=O)O (configuration not stated)	-1%	8%	12%	2%[46 µM]	-1%	1.6%	10%
O=C(O)c1ccccc1C(=O)NCCc1c(C(=O)O)[nH]c2ccc(F)cc12	3%[9.22 µM]	.	0%	.	.	-1.9%	8%
Cc1cc(Cl)c(S(=O)(=O)NCc2cccnc2)cc1OCC(=O)NC1CCCCC1	12%[9.22 µM]	40%[activator][38.3 µM]	-7%	2%	2%	-1.6%	-14%[46.1 µM]
